Compound activity deposited in PubChem by several laboratories.
LMP1 NFkB inh: Epstein-Barr LMP1 NF-kappaB reporter inhibition; 0.69% of 350,000 active; LMP1-induced NF-kappaB luciferase reporter cells, luminescence; inhibition, % at 12.5 µM; in the data active = inhibition above about 41%;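 note: 0% = neutral control wells and 100% = reference inhibitor control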
COUP-TFII inh: inhibitors of human COUP-TFII (NR2F2); P24468; HEK293T NGFI-A luciferase reporter, luminescence; inhibition, % at 8.6 µM; 0.7% of 370,000 active;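 active = inhibition above a per-plate cutoff, mean inhibition of test wells between control levels plus 3 SD, cut at about 38% in these data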;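 note: cells cotransfected with COUP-TFII expression vector driving the NGFI-A reporter; 0% = median of COUP-TF2 test wells and 100% = reporter-only cells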
C8 TRAIL sens: sensitizes caspase-8 expressing cells to TRAIL; 1% of 360,000 active; NB7+C8 cells + TRAIL, ATPlite viability luminescence; inhibition (viability loss, TRAIL sensitization), % at 10 µM;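 active = compounds causing at least 50% loss of cell viability in the single-dose screen, relative to plate controls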
TLR9-MyD88 inh: inhibitors of human TLR9-MyD88 binding; 0.21% of 340,000 active; CHO BLA complementation TLR9-MyD88, CCF4 FRET ratio; inhibition, % at 4.98 µM; Q9NR96+Q99836;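 active = inhibition above the mean over all tested compounds plus 3 SD, cut at about 21% in these data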;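 note: 0% = DMSO only wells and 100% = clavulanate BLA inhibitor control wells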
TROY NFkB inh: TROY signaling inhibition. Q293 LMP1-TROYcd NF-kB luciferase reporter, 4 h. inhibition, % at 10 µM. 0.98% of 360,000 active;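 active = compounds whose plate-normalised and pattern-corrected inhibition of the luciferase reporter signal at the single screening dose is 50% or more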
NR5A2 inv ag: inverse agonists of human LRH-1 (NR5A2); O00482; HEK293T StAR-luciferase reporter, LRH-1 transfected, 24 h; inhibition, % at 3.6 µM; 0.13% of 360,000 active; AID 602396;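 active = inhibition above the mean inhibition of all tested compounds plus 3 SD, cut at about 73% in these data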;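 note: 0% = DMSO wells and 100% = reporter-only cells lacking LRH-1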
Target sequence (O00482 whole entry, looked up): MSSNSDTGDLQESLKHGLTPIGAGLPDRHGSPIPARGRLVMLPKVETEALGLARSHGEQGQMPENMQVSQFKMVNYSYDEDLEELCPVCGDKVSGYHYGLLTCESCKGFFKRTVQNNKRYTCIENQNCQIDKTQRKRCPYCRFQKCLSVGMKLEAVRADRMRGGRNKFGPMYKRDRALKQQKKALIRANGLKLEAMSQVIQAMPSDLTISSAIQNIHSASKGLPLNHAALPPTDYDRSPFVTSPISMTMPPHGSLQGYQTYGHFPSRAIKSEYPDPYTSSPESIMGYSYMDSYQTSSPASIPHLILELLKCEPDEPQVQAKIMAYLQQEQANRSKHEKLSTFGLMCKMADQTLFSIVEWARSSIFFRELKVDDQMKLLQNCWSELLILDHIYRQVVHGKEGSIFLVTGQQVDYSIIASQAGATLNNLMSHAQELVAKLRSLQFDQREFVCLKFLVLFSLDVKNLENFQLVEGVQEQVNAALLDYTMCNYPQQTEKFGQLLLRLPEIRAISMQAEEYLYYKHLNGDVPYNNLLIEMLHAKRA
Vif inh: blocks HIV Vif function; 0.35% of 340,000 active; inhibition, % at 7.49 µM; HEK293T cells, Vif self-association by quenched fluorescence, imaging, 24 h; in the data active = inhibition above about 50%, passing the limit was not always enough; note: some results filed as inactive read as strong as hits
SRC1 inh: inhibits human SRC1 coactivator; Q15788; HEK293 GAL4-SRC1 luciferase reporter, luminescence; inhibition, % at 3.6 µM; 0.12% of 360,000 active; AID 588354;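 active = inhibition above the campaign mean plus 3 SD, with each screening campaign given its own cutoff, cut at about 60% in these data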;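 note: 0% = DMSO treated cells and 100% = gossypol at 36 µM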
NCOA2 inhibitor: human SRC2 (NCOA2) inhibition; inhibition, % at 9 µM; AID 651957; 0.17% of 370,000 active; HEK293 GAL4-SRC2 luciferase reporter, luminescence;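 active = inhibition above the mean inhibition of all tested compounds plus 3 SD, set per campaign, cut at about 52% in these data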;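 note: 0% = DMSO treated cells and 100% = cells given Gossypol at 36 µM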
NOD2 RIPK2 PPI: blocks binding of human NOD2 to RIPK2 | CHO BLA complementation NOD2-RIPK2, CCF4 ratio | inhibition, % at 4.98 µM | O43353 | 0.38% of 360,000 active | AID 624267; in the data active = inhibition above about 21%;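 note: 0% = vehicle only and 100% = reference blocker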
Target sequence (O43353 whole entry, looked up): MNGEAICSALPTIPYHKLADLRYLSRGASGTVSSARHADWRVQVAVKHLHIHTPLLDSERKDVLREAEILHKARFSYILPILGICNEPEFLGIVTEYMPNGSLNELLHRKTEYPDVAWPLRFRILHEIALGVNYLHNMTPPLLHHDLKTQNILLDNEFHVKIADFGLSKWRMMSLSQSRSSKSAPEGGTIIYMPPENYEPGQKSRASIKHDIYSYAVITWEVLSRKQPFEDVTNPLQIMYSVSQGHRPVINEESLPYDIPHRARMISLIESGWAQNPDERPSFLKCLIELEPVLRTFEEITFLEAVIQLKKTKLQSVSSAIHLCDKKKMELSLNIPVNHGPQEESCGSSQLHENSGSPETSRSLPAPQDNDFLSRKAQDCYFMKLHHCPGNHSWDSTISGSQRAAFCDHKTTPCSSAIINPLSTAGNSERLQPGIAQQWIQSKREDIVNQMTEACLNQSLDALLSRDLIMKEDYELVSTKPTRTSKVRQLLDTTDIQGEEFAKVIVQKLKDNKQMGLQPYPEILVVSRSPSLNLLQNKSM
NCOA3 inh: inhibitors of human steroid receptor coactivator 3 (SRC3); 0.17% of 360,000 active; Q9Y6Q9; HEK293 GAL4-SRC3 luciferase reporter, luminescence; inhibition, % at 3.6 µM;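 active = inhibition above a per-campaign cutoff, the mean of all compounds plus 3 SD, cut at about 60% in these data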;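 note: 0% = DMSO-treated cells and 100% = gossypol-treated cells at 36 µM; higher means less SRC3-driven luciferase light from the GAL4 reporter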
An asterisk follows results filed as active; / = not tested or not shown. The list is partial; count on the stated rates, not on these rows.

SMILES | LMP1 NFkB inh | COUP-TFII inh | C8 TRAIL sens | TLR9-MyD88 inh | TROY NFkB inh | NR5A2 inv ag | Vif inh | SRC1 inh | NCOA2 inhibitor | NOD2 RIPK2 PPI | NCOA3 inh
COc1ccccc1N1CCN(C(=O)CCCCCn2c(=O)[nH]c3ccsc3c2=O)CC1 | -3 | -20 | -9 | -4 | 0 | -8 | -12 | 0 | 4 | -8 | -7
O=C(C1=C[C@@H](c2ccc(C(F)(F)F)cc2)C[C@@H](OCc2ccc(CO)cc2)O1)N1CCN(Cc2ccccc2)CC1 | -4 | 21 | 18 | 11 | -6 | -4 | 9 | 1 | 0 | 6 | 18
COc1ccc(Br)cc1C1=CC(=O)C[C@H](c2ccc(F)cc2)C1 | 3 | 5 | 20 | -7 | 9 | 5 | -4 | -8 | 2 | 2 | -1
NC(=O)c1ccsc1NC(=O)COC(=O)Cc1n[nH]c(=O)c2ccccc12 | 8 | 11 | -1 | -13 | 17 | -7 | 11 | 4 | -21 | -1 | -12
COCC(C)NC(=O)CSc1nc2nn(-c3ccccc3)c(=O)c-2c2n1CCCCC2 (stereo not drawn) | -1 | -2 | -2 | -11 | 7 | 10 | -2 | -7 | -8 | -7 | 13
C#CCOCCOCCOCCNc1nc(N2CCN(C(=O)CCCCCCCCCCNC(=O)[C@@H](CCSC)n3cc(CCO)nn3)CC2)nc(N2CCN(C(=O)CCCCCCCCCCNC(=O)[C@H](CCSC)n3cc(CCO)nn3)CC2)n1 | -20 | 5 | -5 | -11 | -6 | -13 | -10 | -3 | -17 | 4 | -5
O=c1[nH]c2cc(NCCO)c([N+](=O)[O-])cc2[nH]1 | -3 | 1 | -8 | -2 | -15 | 17 | 10 | 15 | -27 | -9 | 14
Cc1cccc(C(C(=O)NC2CCCC2)N(C(=O)c2csnn2)C2CCCC2)c1 (stereo not drawn) | -10 | 9 | 16 | 7 | -2 | 5 | -15 | -15 | 7 | 1 | 7
O=C(C1=C[C@H](c2coc3ccccc3c2=O)C[C@H](OCc2ccc(CO)cc2)O1)N1CCN(Cc2ccc3c(c2)OCO3)CC1 | 11 | 3 | 21 | 4 | 13 | 10 | 8 | -12 | -34 | -3 | -7
COc1cc(NC(=O)COC(=O)/C=C/c2ccc(O)c(OC)c2)cc(OC)c1 | -17 | -6 | 1 | 8 | 10 | 17 | 26 | 7 | 2 | 4 | 11
COCCCNC(=O)c1ccc(CN2CCc3ccccc3C2)cc1 | -2 | -8 | 10 | 4 | 1 | 0 | -1 | -15 | -9 | 3 | 2
O=C(O)c1ccc(N2CCS(=O)(=O)CC2)cc1 | 2 | 7 | -8 | 13 | -7 | -6 | -5 | 0 | 3 | 3 | 9
O=C(Cn1nnc(-c2ccccc2Cl)n1)NCc1ccc2c(c1)OCO2 | 5 | -6 | 5 | 7 | -10 | 17 | 8 | -6 | -4 | 9 | 17
CCCn1cc(S(=O)(=O)CC(=O)N2CCc3ccccc32)c2ccccc21 | 10 | 7 | -5 | -7 | -15 | 25 | -11 | -8 | -12 | -9 | -15
Cc1nc2sccn2c(=O)c1S(=O)(=O)NCC1CCN(Cc2ccc(Cl)cc2)CC1 | 6 | 14 | 26 | 8 | 20 | 14 | -12 | 5 | 2 | -8 | 8
COCCn1nnnc1C(c1cc2ccc(OC)cc2[nH]c1=O)N1CCc2ccccc2C1 (stereo not drawn) | -4 | 8 | -1 | -1 | -6 | 27 | -4 | 0 | -17 | 6 | 13
Cc1cc(/C(N)=N/OC(=O)c2ccccc2Cl)no1 | 24 | -15 | 61* | / | 22 | -124 | 7 | -84 | -49 | 0 | -57
Cc1c(C(=O)O)sc(=S)n1-c1ccccc1 | 4 | -4 | -3 | -4 | -3 | -11 | -21 | 15 | -21 | -12 | 15
O=C1CCN(Cc2ccc([N+](=O)[O-])cc2)CCN1[C@H](CO)Cc1ccccc1 | 4 | -6 | 6 | -8 | 7 | -6 | -2 | 1 | -5 | -5 | -14
COc1ccc(C(=O)N2CCN(Cc3cc(OC)c(O)c(OC)c3)CC2)cc1OC | 1 | 4 | -3 | 1 | -12 | 6 | -1 | -17 | -3 | -17 | 17
Cc1cccc(NC(=O)CNC(=O)CNC(=O)Cc2ccccc2)c1 | 6 | 20 | -16 | -4 | 9 | 20 | -4 | -11 | 18 | -9 | -6
CN(C)S(=O)(=O)c1cccc(C(=O)Nc2ccccc2C(=O)NC2CC2)c1 | 1 | -4 | 3 | 4 | 1 | 11 | 1 | 6 | 8 | -6 | 3
Cc1ccccc1C(=O)Nc1ccc(C(=O)N/N=C/c2ccccn2)cc1 | -1 | 9 | 3 | 6 | -1 | -5 | 7 | -35 | -43 | -42 | -7
COC(=O)c1ccc2c(=O)n(CCCCCC(=O)NC(C)C)c(=O)[nH]c2c1 | 0 | 6 | 5 | 0 | 15 | 13 | 6 | -2 | 11 | -8 | 14
N#CCSc1nc2c(c(=O)n1Cc1ccccc1)C1(CCCC1)Cc1ccccc1-2 | -2 | -2 | 0 | 3 | 4 | -15 | -13 | -31 | 4 | -3 | -5
SMILES | LMP1 NFkB inh | COUP-TFII inh | C8 TRAIL sens | TLR9-MyD88 inh | TROY NFkB inh | NR5A2 inv ag | Vif inh | SRC1 inh | NCOA2 inhibitor | NOD2 RIPK2 PPI | NCOA3 inh
COC(=O)c1c(C)oc(C)c1S(=O)(=O)NCc1cccs1 | 3 | 6 | -28 | 1 | -20 | -6 | 13 | -13 | -7 | -5 | 11
Nc1nc(-c2nc3ccccc3[nH]2)cs1 | -9 | -37 | 36 | -7 | -11 | -93 | 3 | -101 | -38 | -10 | -79
O=C(CC1(O)C(=O)N(Cc2cccc3ccccc23)c2ccccc21)c1cccnc1 (stereo not drawn) | 1 | 6 | 21 | 2 | 3 | 7 | -15 | -5 | -1 | 10 | 11
COc1ccc(CCNC(=O)[C@@H](NC(=O)N2CC(=O)Nc3ccccc32)C(C)C)cc1OC | 3 | -6 | -3 | 2 | -8 | 7 | -1 | 1 | -9 | -24 | 10
CC(C)C(N)c1csc(Nc2ccc(S(C)(=O)=O)cc2)n1 (stereo not drawn) | / | -25 | 9 | / | 0 | 6 | 4 | -3 | -15 | -5 | 7
CN(C)c1ncnc2[nH]ncc12 | -3 | -1 | -24 | 2 | -12 | -9 | -3 | 9 | -7 | -6 | 1
CCC(CO)NC(=O)c1ccccc1C(F)(F)F (stereo not drawn) | -2 | -7 | -4 | -5 | -7 | -1 | 1 | 7 | -16 | -5 | 14
CCCCCCCCCC1(CC(=O)OCC)SCCN1C(N)=O (stereo not drawn) | -6 | -5 | -3 | 5 | 37 | 16 | -2 | -3 | 19 | -2 | 13
O=C(N/N=C/c1ccc(OC(F)F)cc1)c1cc[n+]([O-])cc1 | 1 | -4 | 5 | -15 | 13 | 12 | 2 | 15 | -29 | -10 | 15
CCOC(=O)N1CCN(C(=O)c2cn(CC(C)C)c(=O)c3c2c2ccccc2n3C)CC1 | -4 | -13 | 0 | -6 | 10 | 11 | -12 | -13 | -7 | 1 | 7
CCCCN1C(=O)C(O)(c2ccccc2)c2cc(Br)ccc21 (stereo not drawn) | -4 | 8 | -6 | 5 | -17 | 13 | / | 11 | 10 | 2 | 7
COc1ccc(S(=O)(=O)N2CCOC2CNC(=O)C(=O)NCc2ccco2)cc1C (stereo not drawn) | 1 | -2 | 6 | -13 | -12 | -9 | -2 | 5 | 3 | -1 | -9
Cc1cccc(C(=O)Nc2ccc(NC(=O)c3ccccc3)cc2)c1 | 11 | 2 | -3 | -5 | -17 | -25 | 1 | 9 | -19 | -3 | -11
COc1ccccc1NC(=O)CSc1nnc(COc2ccc(Cl)cc2)o1 | -3 | -6 | -15 | -11 | 3 | 11 | 2 | -10 | -16 | 0 | 5
COc1cc(-c2nnc(-c3ccc(N4CCOCC4)cc3)o2)cc(OC)c1OC | 6 | 5 | 8 | 2 | 14 | 3 | -7 | -3 | 10 | -14 | 2
O=C(Nc1cccc2ccccc12)N1CCN(c2ccccc2)CC1 | 2 | -4 | 7 | -5 | 24 | 2 | / | 5 | 5 | 1 | 12
COc1ccc(/C=N/NC(=O)c2ccc(N)cc2)cc1Cn1cc([N+](=O)[O-])cn1 | 6 | -32 | 9 | 9 | 14 | -8 | -2 | 2 | -15 | -8 | 2
CCOc1ccc(N(CC(=O)NC2CCCC2)C(=O)CSc2nnc(COc3ccccc3)o2)cc1 | 10 | -8 | -5 | 3 | 7 | 0 | -5 | -47 | -14 | 7 | -2
C/C(=N\NC(=S)Nc1cccc(C)c1)c1cc2ccccc2o1 | -19 | 8 | 1 | 13 | 13 | -1 | 4 | -6 | -12 | 6 | -2
CN(CC(=O)Nc1c(Cl)cccc1Cl)C(=O)CNC(=O)c1ccc2c(c1)OCO2 | 3 | 14 | -10 | -3 | -4 | -3 | 23 | 1 | -15 | 2 | -5
COc1ccc(C#Cc2cccc(-c3nc(C(=O)NCCCN4CCOCC4)cc4c3[C@H](CCO)N(S(=O)C(C)(C)C)C4)c2)cc1OC (stereo partly drawn) | / | 4 | -27 | / | 21 | 25 | / | 6 | 21 | 10 | 13
O=C(O)c1cccc(N/N=C/c2cccnc2)c1 | 18 | -8 | -2 | 1 | 5 | -61 | -3 | -70 | -45 | -2 | -71
CCc1cc(C(=O)N2CCCC(CO)(Cc3ccc(F)cc3)C2)n(C)n1 (stereo not drawn) | 0 | 2 | -12 | -10 | 8 | -8 | -6 | 4 | 17 | -1 | -10
COc1ccc(/C=C/C(=O)OCC(=O)NCCCc2ccccc2)cc1OC | 8 | 6 | 16 | -22 | -16 | -10 | -4 | -4 | 7 | 11 | -4
COc1cc(C)ccc1S(=O)(=O)NC(=O)C1(C)CCN1C(=O)Cc1ccc(Cl)cc1Cl (stereo not drawn) | / | 4 | -8 | / | -2 | 7 | -3 | 6 | 8 | 4 | 8
SMILES | LMP1 NFkB inh | COUP-TFII inh | C8 TRAIL sens | TLR9-MyD88 inh | TROY NFkB inh | NR5A2 inv ag | Vif inh | SRC1 inh | NCOA2 inhibitor | NOD2 RIPK2 PPI | NCOA3 inh
CCCCCc1c(-c2cccc(Cl)c2)ncn1CCc1ccccc1OC | / | 3 | 4 | / | 7 | -21 | / | / | 2 | -9 | /
CCCC(=O)NCCSC | -10 | 4 | -13 | -10 | 20 | -16 | / | -11 | -5 | -5 | -8
Cc1cc(C)cc(NC(=O)c2cc(S(=O)(=O)NCc3ccco3)ccc2F)c1 | 8 | 16 | -7 | 8 | -11 | 9 | -3 | 16 | 1 | 1 | 15
CCOc1cccc(-c2c(C(=O)N/N=C/c3sccc3C)nnn2-c2nonc2N)c1 | -9 | 12 | 10 | 11 | 21 | -14 | -15 | 17 | 14 | 7 | -25
COc1ccc(OC)c(C2c3[nH]c4ccccc4c3C[C@H]3C(=O)N(C4CC4)CC(=O)N23)c1 (stereo partly drawn) | 7 | -2 | -11 | 1 | 4 | 8 | -4 | 4 | -47 | 5 | -5
CS(=O)(=O)c1ccc(Cl)c(NC(=O)Nc2ccccc2)c1 | 0 | 1 | -6 | 2 | 5 | 41 | -4 | 7 | 10 | -7 | 6

For convenience, some entries already given.
SMILES | LMP1 NFkB inh | COUP-TFII inh | C8 TRAIL sens | TLR9-MyD88 inh | TROY NFkB inh | NR5A2 inv ag | Vif inh | SRC1 inh | NCOA2 inhibitor | NOD2 RIPK2 PPI | NCOA3 inh
CCCCCc1c(-c2cccc(Cl)c2)ncn1CCc1ccccc1OC | / | 3 | 4 | / | 7 | -21 | / | / | 2 | -9 | /
CCCC(=O)NCCSC | -10 | 4 | -13 | -10 | 20 | -16 | / | -11 | -5 | -5 | -8
